# Bioassay records deposited in PubChem BioAssay by several laboratories.
# MCL1 BIM primary – inhibitors of MCL1 binding to BIM-BH3, primary screen, biochemical, fluorescence polarization; 0.68% of 320,000 active; Induced myeloid leukemia cell differentiation protein Mcl-1 (Homo sapiens), Q07820; inhibition, % at 10.9 µM; GST-MCL1 / FITC-Bim-BH3 fluorescence polarization;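 active = inhibition above the mean inhibition of all tested compounds plus 3 SD, set per campaign, cut at about 40% in these data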;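 also: 0% = DMSO wells and 100% = unlabeled Bim-BH3 peptide control; higher means more loss of mP so more displacement of Bim peptide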
# AGP1-GFP MLPCN – modulators of AGP1-GFP expression in yeast TOR pathway, primary screen, cell-based, multiplex flow cytometry, S. cerevisiae, MLPCN library; 0.02% of 320,000 active; 3 h; GFP as percent of DMSO wells; GFP response vs DMSO, % at 10 µM; AID 2066, 2009;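 active = GFP response relative to DMSO above a set limit, near screen average plus 3 SD, cut at about 150% in these data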;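 also: median GFP channel fluorescence of the gated AGP1 strain per well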
# Yeast superoxide – reduction of superoxide in aged yeast, primary screen, HTS | S. cerevisiae aged cells, superoxide DHE fluorescence; hits give low values | superoxide response (% of plate mean), % at 10 µM | 0.18% of 330,000 active | AID 2690, 2010;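 active = superoxide response under a set limit, about three screen SD below normal, cut at about 65% in these data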;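 also: yeast aged for seven days with compound at 30 °C before DHE staining; 100% = average MFI of all compound-treated wells on the plate with controls excluded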
# GRK2 aptamer HTS – compounds blocking aptamer binding on GRK2 – biochemical, human GRK2, bead flow cytometry, HTS, primary screen | Beta-adrenergic receptor kinase 1 (Homo sapiens), P25098 | FAM-aptamer displacement from GRK2 | inhibition of aptamer binding, % at 10 µM | AID 488847, 2010 | 0.59% of 330,000 active;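 active = inhibition of aptamer binding above 40%, roughly 3 SD of noise, on plates passing a quality check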;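 also: median bead fluorescence of bound FAM aptamer so fluorescent compounds give negative values; no value below 0 was filed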
# Target sequence (P25098 whole entry, looked up): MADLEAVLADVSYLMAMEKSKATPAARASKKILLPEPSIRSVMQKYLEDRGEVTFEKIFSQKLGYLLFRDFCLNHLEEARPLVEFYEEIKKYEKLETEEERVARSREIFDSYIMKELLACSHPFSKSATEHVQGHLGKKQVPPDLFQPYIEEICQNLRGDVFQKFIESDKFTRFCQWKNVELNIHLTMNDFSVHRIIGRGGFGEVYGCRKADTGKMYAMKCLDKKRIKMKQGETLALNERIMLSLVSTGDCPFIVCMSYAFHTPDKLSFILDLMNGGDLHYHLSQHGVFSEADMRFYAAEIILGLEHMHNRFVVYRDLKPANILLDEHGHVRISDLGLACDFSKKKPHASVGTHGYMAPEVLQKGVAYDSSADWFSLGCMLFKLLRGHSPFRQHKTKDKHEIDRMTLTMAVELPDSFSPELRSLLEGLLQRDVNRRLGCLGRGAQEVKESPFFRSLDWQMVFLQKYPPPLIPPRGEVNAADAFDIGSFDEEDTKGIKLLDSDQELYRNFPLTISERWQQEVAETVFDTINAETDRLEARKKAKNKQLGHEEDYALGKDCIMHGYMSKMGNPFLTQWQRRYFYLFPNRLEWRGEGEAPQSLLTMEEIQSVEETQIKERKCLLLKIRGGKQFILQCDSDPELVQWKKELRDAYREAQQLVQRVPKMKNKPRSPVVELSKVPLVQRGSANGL
# GLD-1 TGE inh – GLD-1/TGE RNA complex disruptors, primary screen, biochemical, fluorescence polarization | Female germline-specific tumor suppressor gld-1 (Caenorhabditis elegans), Q17339 | purified GLD-1 + fluorescein TGE RNA | inhibition, % at 5.96 µM | 0.44% of 320,000 active;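 active = percent inhibition above a per-plate cutoff, the plate mean of test compounds plus 3 SD, cut at about 30% in these data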;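 also: 0% = DMSO wells with GLD-1 and probe and 100% = wells lacking GLD-1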
# CIT2 TOR yeast – modulators of CIT2-GFP expression in yeast, primary screen, S. cerevisiae, GFP fusion, multiplex flow cytometry, MLPCN library; S. cerevisiae CIT2-GFP strain, 3 h; 100 means same as DMSO wells; AID 2029, 2009; GFP response vs DMSO, % at 10 µM; 0.065% of 320,000 active;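 active = GFP response relative to DMSO above a set limit, near the screen mean plus 3 SD, cut at about 150% in these data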;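 also: ratio of well median GFP fluorescence to mean of DMSO wells on the plate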
# Bcl-xL primary – inhibitors of human Bcl-xL, primary screen, biochemical, fluorescence polarization, HTS; Bcl-2-like protein 1 (Homo sapiens), Q07817; GST-Bcl-xL / FITC-Bim BH3 peptide fluorescence polarization; inhibition, % at 10.9 µM; 0.7% of 320,000 active; AID 2129, 2009;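 active = inhibition above the mean of all tested compounds plus 3 SD, cutoff set per campaign, cut at about 30% in these data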;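 also: 0% = DMSO wells and 100% = unlabeled Bim-BH3 peptide competitor; inhibitors lower millipolarization by displacing the labeled peptide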
# Target sequence (Q07817 whole entry, looked up): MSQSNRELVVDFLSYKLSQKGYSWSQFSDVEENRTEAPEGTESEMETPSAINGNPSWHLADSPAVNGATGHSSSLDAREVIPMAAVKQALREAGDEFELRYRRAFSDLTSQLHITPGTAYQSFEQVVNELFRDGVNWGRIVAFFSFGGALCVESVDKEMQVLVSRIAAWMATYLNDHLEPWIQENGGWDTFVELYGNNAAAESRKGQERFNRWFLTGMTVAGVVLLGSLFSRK
# VLA-4 inh – inhibition in human VLA-4 binding assay, primary screen, VLA-4 allosteric modulator project, MLPCN library, flow cytometry, VLA-4 expressing cells. ligand binding flow cytometry. inhibition, % (about 7 µM as worked out from the volumes in the protocol). 0.2% of 330,000 active. AID 2557, 2010. Integrin alpha-4 (Homo sapiens), P13612; in the data active = inhibition above about 50%
# MEX-5 binding – MEX-5 zinc finger RNA-binding disruptors – biochemical, C. elegans, fluorescence polarization, MLPCN library, primary screen | activity score (negative = inhibition of binding), % at 10 µM | 0.38% of 300,000 active | MEX-5/FITC-TCR2 RNA binding; hits give low values;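 active = inhibition past about -25% in most replicates, and total fluorescence under double the plate's negative control median, limit read from the data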;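 also: 0% = DMSO and -100% = 5 µM competing unlabeled TCR2 RNA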
# Active calls of the source: *; i = inactive; . = no result given. Hits appear at their usual frequency. Share with any hit: about 2.1%.
SMILES,MCL1 BIM primary,AGP1-GFP MLPCN,Yeast superoxide,GRK2 aptamer HTS,GLD-1 TGE inh,CIT2 TOR yeast,Bcl-xL primary,VLA-4 inh,MEX-5 binding
Clc1ccc(-c2nnc(SCc3cn4ccsc4n3)n2CC2CCCO2)cc1 (centres undefined),-4,92,86,0,12,89,1,7,-2.9
Cc1cccc(S(=O)(=O)N2CCCc3ccccc32)c1,3,110,86,0,9,117,2,-8,-2.4
COc1ccc(NC(=O)Cc2cccs2)cc1S(=O)(=O)N1CCCCC1,.,100,82,3,3,103,.,-3,.
CCc1cccc(NC(=O)CCS(=O)(=O)c2ccc(Br)cc2)c1,-8,99,114,93*,-7,103,-4,-9,-1.0
Cc1ccc(S(=O)(=O)NCCC(=O)N2CC(C)OC(C)C2)cc1C (centres undefined),0,97,108,0,4,75,-1,-1,0.0
CC(=O)NC(CC(=O)Nc1ccc(S(=O)(=O)N2CCCC2)cc1)c1ccccc1 (centres undefined),-6,112,102,3,6,.,-3,4,1.5
CCC(=O)Nc1ccc2nc(C3CC3)n(Cc3ccc(C(C)(C)C)cc3)c(=O)c2c1,5,104,113,2,3,90,4,6,-1.3
Cc1onc(-c2c(F)cccc2Cl)c1C(=O)NNC(=O)C1CCN(Cc2ccccc2)CC1,5,93,104,1,2,86,6,0,-1.1
Brc1ccc(-c2nnc(-c3cccnc3)o2)cc1,0,88,103,0,6,90,2,10,-0.3
Cc1c(CCC(=O)NCCCN2CCCC2=O)c(=O)oc2c(C)c(O)ccc12,2,108,115,0,3,103,2,21,0.3
COCCNC(=O)CN1CCC(NC(=O)Nc2ccccc2)CC1,18,104,99,6,4,104,3,14,-1.2
O=c1sc2ccccc2c(N2CCN(c3ccccc3)CC2)c1[N+](=O)[O-],3,100,88,1,5,102,2,3,-1.6
COC(=O)C1=C(C)N(Cc2ccccc2)C(=NCc2cc(OC)c(OC)c(OC)c2)N[C@H]1c1cccc(F)c1,-16,78,97,0,1,70,-5,-3,5.1
Cc1ccc(-c2cc3nc(-c4ccccc4)cc(N4CCC5(CC4)OCCO5)n3n2)cc1,-3,89,98,3,10,96,0,19,5.6
Cc1cc(Nc2ccccc2Cl)c2ccccc2n1,1,117,99,0,3,113,3,7,-1.4
COc1cccc(CNC(=O)C(NS(=O)(=O)c2ccc3c(c2)CCN3C(C)=O)C(C)C)c1 (centres undefined),-5,103,112,0,6,99,-1,-3,1.6
CCCC[n+]1ccn(C2=C([O-])c3ccccc3C(=O)/C2=N\S(=O)(=O)c2ccccc2)c1,0,108,133,2,5,115,1,-5,-2.8
CC(C)(C)NC(=O)C(c1ccncc1)N(Cc1cccs1)C(=O)c1csnn1 (centres undefined),4,104,101,0,4,98,10,0,-0.9
C[C@H](NC(=O)c1ccco1)C(=O)N1CCCC1,-4,85,97,0,7,89,0,6,2.2
Cc1ccc(OCC(=O)N/N=C\c2cccs2)c([N+](=O)[O-])c1,-8,101,100,0,3,104,3,16,-2.4
O=C(CSc1ncn(-c2ccccc2)n1)N1CCN(c2ccccc2)CC1,-2,84,87,0,-1,94,1,-2,-1.7
O=C(N/N=C/C=C/c1cccc([N+](=O)[O-])c1)c1ccncc1,2,99,104,1,4,96,5,0,2.4
CCOc1ccccc1OCCCC(=O)NNC(=O)c1cc(C)oc1C,3,97,89,0,2,93,3,13,.
Clc1ccc(N2CCN(c3nc4nonc4nc3N3CCSCC3)CC2)nc1,6,98,112,0,-9,94,2,-14,4.5

# Structural class, the entries above with an aryl methoxy group
SMILES,MCL1 BIM primary,AGP1-GFP MLPCN,Yeast superoxide,GRK2 aptamer HTS,GLD-1 TGE inh,CIT2 TOR yeast,Bcl-xL primary,VLA-4 inh,MEX-5 binding
COc1ccc(NC(=O)Cc2cccs2)cc1S(=O)(=O)N1CCCCC1,.,100,82,3,3,103,.,-3,.
COC(=O)C1=C(C)N(Cc2ccccc2)C(=NCc2cc(OC)c(OC)c(OC)c2)N[C@H]1c1cccc(F)c1,-16,78,97,0,1,70,-5,-3,5.1
COc1cccc(CNC(=O)C(NS(=O)(=O)c2ccc3c(c2)CCN3C(C)=O)C(C)C)c1 (centres undefined),-5,103,112,0,6,99,-1,-3,1.6

# (continued)
SMILES,MCL1 BIM primary,AGP1-GFP MLPCN,Yeast superoxide,GRK2 aptamer HTS,GLD-1 TGE inh,CIT2 TOR yeast,Bcl-xL primary,VLA-4 inh,MEX-5 binding
CCN1C(=O)N[C@H](c2ccccc2)C(C(C)=O)=C1C,-5,92,90,1,-9,122,1,-3,-1.2
Cc1onc(-c2ccccc2Cl)c1C(=O)N1CCOC12CCCCC2,-2,98,89,4,2,97,6,4,1.7
O=C(Nc1nc2ccc(C(=O)N3CCCCC3)cc2s1)C1CCCCC1,3,97,97,0,-1,97,1,11,-0.6
CC(C)CC(/C(O)=C(\C#N)c1nc2ccccc2[nH]1)N1C(=O)c2ccccc2C1=O (centres undefined),4,103,102,1,8,99,0,-2,-1.5
Cc1ccnn1CCC(=O)N1CCCC(CCC(=O)NCc2ccccc2F)C1 (centres undefined),0,100,98,3,2,91,9,0,-1.0
COc1cccc(NC(=O)C(=O)NCCC2CCCCN2S(=O)(=O)c2ccccc2)c1 (centres undefined),-7,103,103,3,-6,97,-2,14,1.4
COc1ccc(N)cc1S(=O)(=O)Nc1ccccc1Cl,3,101,89,1,5,103,5,-4,2.2
O=C(CSc1cccc2cccnc12)Nc1cccc(S(=O)(=O)N2CCOCC2)c1,0,106,115,0,3,106,-4,-4,0.0
Cc1ccc(NC(=O)C2CCCN2C(=O)NC2CCCCC2)cc1C (centres undefined),4,90,89,0,-2,98,3,2,-4.6
Cc1csc(Sc2ccc(C(=O)OCC(=O)Nc3ccc(OC(F)(F)F)cc3)cc2[N+](=O)[O-])n1,7,94,107,6,-1,100,7,i,0.9
COc1ccccc1-c1sc2ccccc2c1C#Cc1ccc(N(C)C)cc1,.,94,115,0,2,88,.,15,.
Cc1ccc(NC(=O)COC(=O)Cc2ccc(Br)cc2)cc1S(=O)(=O)N1CCOCC1,.,97,117,1,5,108,.,-9,.
NC(=O)CSc1nc2c(sc3ccccc32)c(=O)n1CCCN1CCOCC1,-4,108,101,1,4,93,0,13,0.9
Cc1noc(NS(=O)(=O)c2ccc(NC(=O)c3ccc(Br)o3)cc2)c1C,1,96,107,1,4,105,1,10,0.4
CCCCCCCCSc1nnc(CSc2nc3nc(C)cc(C)n3n2)o1,7,95,105,2,8,100,3,5,-2.1
CCOC(=O)CNC(c1ccccc1)c1cc(Br)ccc1NC(C)=O (centres undefined),2,102,100,4,-2,103,-1,4,1.0
COc1ccc(C2C3=C(CCCC3=O)Nc3nc(C(F)(F)F)nn32)cc1OC (centres undefined),0,102,98,4,-5,104,5,2,-0.7
Nc1c(Cl)cc(-c2csc(N3CCCC3c3nc4cc(Cl)c(Cl)cc4n3CCOCCO)n2)cc1Cl (centres undefined),4,101,112,0,3,101,6,-28,1.4
Cc1ccc(CSc2nc3[nH]ncc3c(=O)[nH]2)cc1,9,105,101,4,1,106,1,0,-0.1
Cc1c(NC(=O)CN2CCN(c3cccc(Cl)c3)CC2)c(=O)n(-c2ccccc2)n1C,6,102,79,1,2,99,4,25,-0.3
CC(C)Cc1nc(N2CCOCC2)c(C#N)c2c1CCC2,10,101,115,0,4,94,9,1,-3.5
CC(Sc1n[nH]c(=O)n1Cc1ccccc1)C(=O)NC1CCCCC1C (centres undefined),-2,108,91,1,2,100,-3,2,1.3
CCCCNC(=O)CC(C(=O)N1CCc2ccccc21)n1ccnc1 (centres undefined),-2,100,105,0,-1,100,-4,3,-1.4
O=C(NC1CCCC1)c1cc(-c2cccs2)on1,2,92,101,1,6,85,6,-4,.
COC(=O)c1c(C)[nH]c(C)c1-c1ccc(C)cc1,2,89,88,1,2,94,2,6,-1.1
CCOC(=O)N1CCN(C(=O)CSC2=NS(=O)(=O)c3ccccc3N2)CC1,1,110,100,0,6,117,6,-6,-2.6
Cc1cc(C)n(-c2ccc(C(=O)OCC(=O)Nc3ccc([N+](=O)[O-])cc3)cc2)n1,6,89,116,1,7,89,5,-10,1.0
O=c1[nH]c(Cc2ccccc2)nc2scc(-c3ccccc3)c12,-2,104,106,0,2,100,5,15,4.3
COc1ccc(/C=C/C(=O)c2c(C)cc(C)[nH]c2=O)c2ccccc12,-14,98,92,3,-7,111,-3,-6,-28*
OC[C@H]1OC(O)C[C@@H](O)[C@@H]1O (some centres undefined),1,85,101,0,10,85,1,8,4.0
Cc1cc(=O)oc2c3c(cc(OCC(=O)N[C@@H](C)C(=O)O)c12)OC(C)(C)CC3,.,107,115,4,.,112,.,-7,2.6
CCOC(=O)CC1C(=O)NCCN1C(=O)COc1ccc(Br)cc1C (centres undefined),1,113,100,2,8,101,1,2,1.3
COc1ccc(/C=C/C2=NNC(=O)CC2)cc1,1,100,102,0,7,86,-3,3,0.3
Fc1cccc2sc(N3CCCCC3)nc12,2,95,94,3,3,105,3,-1,2.8
CN(CC1COc2ccccc2O1)C(=O)c1ccc(N(C)C)cc1 (centres undefined),1,96,93,0,3,86,3,5,1.8
O=C(c1cc2ccccc2o1)N1CCN=C1SCc1cccc(F)c1,-3,107,95,0,3,107,0,0,-3.4
O=C(O)c1ccc(N2CC3CC(C2)c2cccc(=O)n2C3)c(NC(=S)Nc2ccc(Br)cc2)c1 (centres undefined),13,93,103,0,9,93,12,1,1.0
CC(=O)c1ccccc1Oc1nc(CN2CCOCC2)nc2scc(-c3cccs3)c12,2,99,100,0,-8,100,3,7,-0.9
Cc1sc2nc(CN(Cc3cccs3)C(=O)NC3CCCCC3)[nH]c(=O)c2c1C,5,96,104,1,-3,99,3,-1,1.1
CC(C)C(C(=O)Nc1nccs1)N1C(=O)c2ccccc2C1=O (centres undefined),2,101,96,1,-6,105,2,7,1.0
CCCn1c(=O)c2c(ncn2C)n(CCC)c1=O,7,92,99,0,5,89,2,45,.
CNC(=O)c1cc(Cl)c(OC)c(OC)c1,-18,95,93,0,1,97,-3,-9,-1.7
CCCCNC(=O)COC(=O)c1ccc(F)cc1Cl,7,99,111,0,-7,93,2,24,-2.2
Cc1ccccc1-c1oc(C)c(C)[n+]1[O-],-3,107,108,3,-3,107,1,16,-1.1
Cc1ccc(NC(=O)CSc2nnc(-c3ccoc3C)n2CCCN(C)C)cc1Cl,-2,97,95,0,6,101,-3,9,-3.6
Cc1cc2nc(Sc3c([N+](=O)[O-])nc(C)n3Cc3ccccc3)[nH]c2cc1C,3,108,98,22,7,103,1,8,-1.9
COc1ccc(C(=O)N/N=C/c2c(C)nn(-c3ccccc3)c2OC)cc1,10,93,92,5,-10,82,1,-1,-0.6
O=C(CC1OC(=O)c2ccccc21)Nc1ccc(Cl)c(S(=O)(=O)N2CCCCC2)c1 (centres undefined),-16,110,105,0,12,99,-13,3,-0.8
